D2 agonist = agonists of human D2 dopamine receptor; hit rate 0.53% among 340,000; P14416; AID 485358; HEK293 T-REx D2 cells, calcium flux agonist mode; activation, % at 2 µM;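 active = activation over 3 SD above normal in the single-dose calcium agonist read, cut at about 30% in these data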; note: 0% is about no effect
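Calcium-flux readout, 1 cycle/sec over 180 s following compound pin transfer, in inducible HEK293 Trex D2 cells (force-coupled); dopamine controls included. Positive calcium responses during this window marked compounds as potential agonists.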
ALOX12 inh = inhibitors of human 12S-lipoxygenase ALOX12 | Potency, µM (highest dose often 108 µM), for the others: top-dose activity change, negative = inhibition, most hits filed as inhibitors | purified 12hLO, xylenol orange hydroperoxide absorbance | P18054 | AID 1671190 | hit rate 1.1% among 580,000; note: potency is the fitted concentration of half-maximal effect; % is set by controls: 0 for no effect and ±100 for the full control effect
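Hydroperoxide product was detected by ferrous iron/xylenol orange as the 573 to 405 nm absorbance ratio. Arachidonic acid at 40 uM (final) was turned over for 30 min at room temperature by 150 nM human 12hLO, pH 7.0 Hepes buffer, after 15 min compound preincubation.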
LDHA inh = inhibitors of human lactate dehydrogenase A; P00338; purified LDHA, NADH/diaphorase-resazurin fluorescence; hits give low values; activity change, % (values are at about 110 or 230 µM); hit rate 0.15% among 480,000; AID 1347041; in the data active = activity change below about -30%; inconclusive = mostly about -25% to -30%;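 note: plate controls were DMSO wells for no effect and wells without enzyme for full effect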
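Human LDH5 at 2 nM final in Tris HCl pH 7.4 with 0.06 mM NADH and 0.2 mM pyruvate, reacted 5 minutes at room temperature. Remaining NADH coupled via diaphorase/resazurin; resorufin fluorescence read at 0 and 20 minutes, normalized to enzyme-free and DMSO wells.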
D2 antag = D2 dopamine receptor (human) antagonism; P14416; HEK293 TREx D2 cells, calcium flux, dopamine EC80; inhibition, % at 10 µM; hit rate 2% among 340,000; AID 485344; in the data active = inhibition above about 30%; note: 0% is about no effect
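Tetracycline-induced HEK293 TREx cells expressing D2 receptor forced-coupled to calcium signalling, loaded with no-wash calcium dye. Compounds added and calcium flux read 180 s, then dopamine added at EC80 and read a further 180 s.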
RGS4 inhibitor = blocks human RGS4-accelerated GTP hydrolysis; hit rate 0.039% among 390,000; Potency, µM (highest dose often 114 µM), without a hit: top-dose activity change, negative = inhibition, usual class: inhibitors; Transcreener GDP fluorescence polarization, RGS4-accelerated GTP hydrolysis; note: potency is the fitted concentration of half-maximal effect; % is set by controls: 0 for no effect and ±100 for the full control effect; nearly all actives have a fitted effect of over 75% in size; some results filed as inactive show a strong effect at the top dose
Target sequence (P49798 whole entry, looked up): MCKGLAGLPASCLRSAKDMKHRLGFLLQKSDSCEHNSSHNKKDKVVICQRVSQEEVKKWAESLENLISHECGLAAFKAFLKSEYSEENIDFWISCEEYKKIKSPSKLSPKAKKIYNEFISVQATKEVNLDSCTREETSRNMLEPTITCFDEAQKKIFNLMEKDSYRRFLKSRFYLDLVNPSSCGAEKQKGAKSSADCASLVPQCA
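MLSMR compounds (23 nl, pin-transferred) preincubated 10 min at room temperature with a 500nM (2x) first reagent, then RGS4 at 900nM (2x) plus Transcreener GDP mix added; fluorescence polarization (620/688 nm) read before and after 90 min at 30 °C.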
Glioma ERSR ind = inducers of ER stress response in human glioma cells; U87-MG GRP78 promoter luciferase reporter, 16 h; hit rate 0.02% among 420,000; Potency, µM, for the others: at the highest dose activation, usual class: activators; AID 602332; note: potency is the fitted concentration of half-maximal effect; series mostly up to about 76 µM; % of control where 0% means no effect; nearly all actives have a fitted effect of over 35% in size
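Stably transfected U87-MG glioma cells carrying a GRP78-based luciferase sensor; 16 h compound incubation. Luminescence end-point read 10 min after Bright-Glo addition at room temperature.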
ERG Ets-DNA blk = blocks human ERG Ets domain binding to DNA | P11308 | fluorescence polarization, His-ERG Ets domain / labelled DNA | Potency, µM (series often up to 76.9 µM), for inactives: top-dose FP activity, negative = inhibition, usual class: inhibitors | hit rate 0.028% among 370,000; active = well fitted inhibition curve with a large enough effect in the polarisation, with a control signal flat; inconclusive = small, poorly fitted or top-dose-only effect, or effect the other way, or a change in a side signal; inactive = no such curve, though single readings can be large or run the other way; the % refers to the polarisation;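 note: polarization taken with two DNA probes labelled with fluorescein and Texas red; potency is the fitted concentration of half-maximal effect; % of control where 0% means no effect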
Target sequence (P11308 whole entry, looked up, the tested form may be a part): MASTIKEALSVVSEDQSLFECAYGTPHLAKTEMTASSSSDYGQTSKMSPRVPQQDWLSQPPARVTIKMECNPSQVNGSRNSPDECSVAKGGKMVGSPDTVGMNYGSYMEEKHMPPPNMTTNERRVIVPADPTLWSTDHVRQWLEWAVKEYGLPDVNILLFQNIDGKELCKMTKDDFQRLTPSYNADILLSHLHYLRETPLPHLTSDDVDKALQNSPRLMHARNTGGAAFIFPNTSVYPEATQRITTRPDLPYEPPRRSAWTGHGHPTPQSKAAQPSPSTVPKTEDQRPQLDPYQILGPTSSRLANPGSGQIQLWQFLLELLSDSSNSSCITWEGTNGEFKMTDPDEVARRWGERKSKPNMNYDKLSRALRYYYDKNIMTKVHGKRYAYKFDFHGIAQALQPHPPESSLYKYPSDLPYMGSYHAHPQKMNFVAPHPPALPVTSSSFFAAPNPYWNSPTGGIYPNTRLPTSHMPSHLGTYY
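His-tagged ERG Ets domain (1 uM in the protein solution; 300mM KCl, 50mM Tris-HCl, 1mM EDTA, 1mM DTT, pH 7.5) received compound, then a probe mix of 5 nM fluorescein-DNA and 100nM Texas-615-DNA. Fluorescence polarization was read for both dyes.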
Vif-A3G inh = inhibitors of Vif-APOBEC3G interaction. Q9HC16. HeLa A3G-eYFP + Vif (tagged APOBEC3G with the HIV-1 protein that degrades it), YFP fluorescence, overnight. Potency, µM (series often up to 46.1 µM), for inactives: at the highest dose activity, negative = active, actives largely listed as inhibitors. hit rate 0.076% among 410,000. AID 602310;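 note: potency is the fitted concentration of half-maximal effect; % is set by controls: 0 for no effect and ±100 for the full control effect; nearly all actives have a fitted effect of over 60% in size; hits raise eYFP signal because A3G escapes Vif-driven loss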
Target sequence (Q9HC16 whole entry, looked up): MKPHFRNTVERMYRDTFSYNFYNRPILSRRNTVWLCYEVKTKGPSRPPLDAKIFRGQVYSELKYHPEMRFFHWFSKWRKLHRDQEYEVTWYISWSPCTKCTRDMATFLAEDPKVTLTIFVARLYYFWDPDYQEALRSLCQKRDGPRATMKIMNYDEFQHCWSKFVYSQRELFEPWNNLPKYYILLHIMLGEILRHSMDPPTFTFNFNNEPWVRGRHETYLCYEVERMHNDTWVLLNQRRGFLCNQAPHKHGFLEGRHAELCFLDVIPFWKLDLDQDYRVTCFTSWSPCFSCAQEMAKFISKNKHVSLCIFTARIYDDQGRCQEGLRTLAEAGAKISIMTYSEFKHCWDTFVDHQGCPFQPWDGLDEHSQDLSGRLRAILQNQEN
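Read-out is eYFP fluorescence (Ex 488/Em 500-530) from Vif-expressing HeLa A3G-eYFP cells; more signal means A3G escaped Vif-mediated degradation. Cells plated overnight, compound pinned in, incubated overnight at 37 deg C.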
Vif-APOBEC3F blk = blocks the Vif interaction with APOBEC3F; HeLa A3F-eYFP + Vif (tagged APOBEC3F with the HIV-1 protein that degrades it), YFP fluorescence increase; Potency, µM (top dose mostly 46.1 µM), for inactives: at the highest dose activity, negative = active; hit rate 0.2% among 390,000; AID 602313; note: potency is the fitted concentration of half-maximal effect; % of control where 0% means no effect; nearly all actives have a fitted effect of over 65% in size
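HeLa cells stably expressing A3F-eYFP plus Vif, plated and incubated overnight at 37 deg C, then exposed to compounds overnight at 37 deg C. Blocked degradation read as raised yellow fluorescence (Ex 488/Em 500-530).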
* marks the source's active call; other numbers are inactive results; ? = inconclusive; · = not tested or not shown; & = joins results of further samples; [ ] = remark or other dose. Unless noted, calls come from the whole dose curve; as a rule, active = well fitted curve in the direction sought with a large enough effect; inconclusive = small, poorly fitted or top-dose-only effect, or another doubt; inactive = no such curve, though single readings can be large; an effect the other way counts as inactive or inconclusive. Only part of the results is shown; the hit share may differ from the screen's.

Start of the listing, in advance, two compounds:
SMILES	D2 agonist	ALOX12 inh	LDHA inh	D2 antag	RGS4 inhibitor	Glioma ERSR ind	ERG Ets-DNA blk	Vif-A3G inh	Vif-APOBEC3F blk
c1ccc2c(c1)Sc1ccccc1N2CC1CN2CCC1CC2 (stereo not drawn)	2.1	21.6%	-4.7	-9.2	-9.7%	-3.0%&-3.9%	-3.4%	-0.9%	3.9%
CCCCSC1=NN1c1nc(N)nc(C)c1CC	-0.2	-14.6%	0.0	-3.0	18.3%	0.3%	-9.3%	-3.5%	-3.1%

Results, from the first entry:
SMILES	D2 agonist	ALOX12 inh	LDHA inh	D2 antag	RGS4 inhibitor	Glioma ERSR ind	ERG Ets-DNA blk	Vif-A3G inh	Vif-APOBEC3F blk
c1ccc2c(c1)Sc1ccccc1N2CC1CN2CCC1CC2 (stereo not drawn)	2.1	21.6%	-4.7	-9.2	-9.7%	-3.0%&-3.9%	-3.4%	-0.9%	3.9%
CCCCSC1=NN1c1nc(N)nc(C)c1CC	-0.2	-14.6%	0.0	-3.0	18.3%	0.3%	-9.3%	-3.5%	-3.1%
CC(=O)Nc1ccc(OC(=O)N(C)c2ccc(C)cc2)cc1	0.5	13.3%	-0.2	0.0	-2.2%	-3.3%	9.3%	-3.4%	1.6%
CCC(c1nnnn1Cc1ccccc1)N1CCC2(CC1)C(=O)NCN2c1ccccc1 (stereo not drawn)	·	13.1%	-1.4	·	·	-3.0%	·	-2.1%	·
CCCC(CCC)C(=O)OC[N+](C)(C)CCOC(=O)C(O)(c1ccccc1)C1CCCC1 (stereo not drawn)	-1.4	-8.2%	-0.7	39.1*	-9.6%	-3.3%	3.1%	1.5%	-2.5%
CC1CCSP(=O)(Oc2ccccc2)O1 (stereo not drawn)	-0.4	61.1%[activator]	4.4	13.3	19.9%	2.3%	0.1%	3.7%	-1.6%
O=C1NC(=O)N(Cc2ccc(F)cc2)C(=O)/C1=C\C=C\c1ccco1	10.2	?	-2.7	-12.3	14.4%[11.4 µM]	-14.4%	63.8%[activator]	?	10µM*
CC(C)(C)n1nnnc1C(c1cccc2ccccc12)N1CCC2(CC1)C(=O)NCN2c1ccccc1 (stereo not drawn)	·	-33.0%	-5.6	·	·	-3.7%	·	-6.4%	·
COC(=O)C1=C(c2ccc(S(C)(=O)=O)cc2)C[C@@H]2CC[C@H]1N2C(=O)NCCO	·	22.2%	-4.5	·	5.2%	-3.7%	2.7%	4.5%	0.4%
O=C(COc1ccccc1)Nc1ccc(Cl)cc1C(=O)c1ccccc1	-0.3	3.5%	1.5	1.8	15.6%	-2.0%	-9.3%	-3.1%	-3.7%
CCC1(CC)C(=O)N(Cc2ccccc2)C(=O)N(Cc2ccccc2)C1=O	-0.7	·	-2.2	0.4	8.4%	-1.9%	2.2%	1.0%	-3.9%
O=P(O)(O)Oc1ccccc1P(=O)(c1ccccc1)c1ccccc1	-0.4	-15.7%	-7.5	5.6	16.6%	0.5%	4.6%	4.1%	-8.0%
CC(C)C/C(=N/O)c1cn(C)c2ccccc12	-0.1	-10.7%	1.6	-13.1	12.2%	2.1%	1.8%	-9.2%	-16.4%
CCCOc1ccc(C(=O)NC(=S)N2C[C@H]3C[C@H](C2)c2cccc(=O)n2C3)cc1	-0.2	-21.7%	-8.1	-22.7	-25.7%	4.0%	-1.4%	0.6%	-1.5%
O=C1C2CCN(CC2)C1Cc1ccc(OCc2ccccc2)cc1 (stereo not drawn)	0.5	-16.6%	2.2	-11.8	-40.8%	3.3%	4.2%	3.6%	0.5%
CC(=O)OC1C2(CC3N4C(=O)C5(CO)SSC4(CC31O)C(=O)N5C)OC(C)C(C)(C)C2=O (stereo not drawn)	·	?	-3.9	·	?	-13.7%	-10.6%	?	-10.7%
COc1ccc(S(=O)(=O)NC(CC(=O)N2CCC3(CC2)OCCO3)C(C)C)cc1 (stereo not drawn)	-0.2	-12.2%	-1.4	3.2	1.2%	-2.9%	·	-0.5%	0.5%
CC1=CC2/C=C(\C)CCC(O)C(O)/C=C/C(=O)C23C(=O)NC(CC(C)C)C3C1C (stereo not drawn)	0.5	·	-2.9	-9.6	?	-11.5%	3.3%	?	-6.0%
COc1c(C)cc(C(=O)C2CCCN(Cc3ccccn3)C2)cc1C (stereo not drawn)	-0.9	-18.5%	-0.8	0.2	-11.7%	-4.4%	5.0%	-8.7%	?
CC(=NCc1ccc2c(c1)OCO2)c1c(O)[nH]c(=O)[nH]c1=O	-0.3	0.0%	-0.4	-7.9	-22.4%[11.4 µM]	-1.7%	-2.9%	-17.0%	6.4%
CCC(=NCCc1c[nH]c2ccccc12)c1c(O)n(-c2ccc(C)cc2)c(=O)[nH]c1=O	1.5	-3.5%	0.8	-2.4	-9.0%	-3.2%	7.3%	0.8%	0.0%
C[C@]12C[C@@H](O)[C@H](O)CC1=CCC1C2CC[C@]2(C)C(=O)CCC12 (stereo partly drawn)	·	11.5%	-12.0	·	3.5%	-2.5%	-11.1%	0.5%	-0.1%
COCCNC(=O)Cn1cc(C(=O)c2ccccc2F)c2ccccc21	-0.8	-5.7%	-2.3	-5.4	?	-4.6%	-5.6%	0.6%	-7.1%
Cc1[nH]c2ccccc2c1C(=O)CN1CC=C(c2ccccc2)CC1	3.5	31.1%[activator]	-4.6	10.0	29.8%	-2.3%	-6.2%	2.4%	-12.9%
O=C(/C=C/c1ccc(Br)cc1)NC(=S)N1C[C@H]2C[C@H](C1)c1cccc(=O)n1C2	0.5	-12.7%	-7.7	19.3	-11.1%	-3.7%	-3.6%	-5.6%	-1.6%
FC(F)(F)c1ccc(CNCCc2c[nH]c3ccccc23)cc1	5.2	?	-10.6	-16.6	26.3%	3.1%	-12.4%	-8.0%	-9.9%
COc1ccc(NC2=NCC(C)S2)cc1 (stereo not drawn)	-0.4	-5.0%	-2.9	-19.2	8.2%	3.5%	1.6%	4.1%	-8.3%
O=P(N1CCCCC1)(N1CCCCC1)C(Cl)(Cl)Cl	-0.5	-30.0%	0.0	-9.2	6.7%	-1.1%	-9.1%	1.6%	-0.3%
CCC(C)C12CN3CCN(CC(C)(C3)C1O)C2 (stereo not drawn)	-0.4	-1.5%	-2.1	-15.1	-5.7%	-4.5%	-2.3%	-9.6%	15.8%
C=CCC1C(=O)NC(=S)NC1=O	·	?	-4.1	·	?	-6.3%	6.4%	-1.1%	-3.1%
CCOC(=O)Cn1cc(C=C2C(=O)N(C)C(=O)N(C)C2=O)c2ccccc21	-2.4	-4.4%	-6.3	2.6	-10.9%	-2.2%	8.6%	2.5%	5.3%
C=C(C)[C@@]12OC3(c4ccccc4)O[C@@H]1C1[C@@H]4O[C@]4(CO)[C@@H](O)[C@]4(O)C(=O)C(C)=C[C@H]4[C@@]1(O3)[C@H](C)[C@H]2OC(=O)/C=C/C=C/c1ccccc1 (stereo partly drawn)	·	·	-4.2	·	9.4%	?	4.4%	-24.4%	?
c1ccc(CN2Cc3ccccc3-n3nncc3C2)cc1	·	5.2%	-12.4	·	·	-4.8%	·	-3.2%	-17.5%
CC[C@H]1CN(C)CCc2c([nH]c3ccccc23)C(=O)C[C@@H]1/C(=C\OC)C(=O)OC	·	27.7%	7.6	·	-1.8%	-3.5%	3.2%	2.5%	-7.7%
Cc1ccc(-c2cc(-c3ccc(C)cc3)[n+](C)o2)cc1	1.0	-7.2%	-5.6	5.8	-13.0%	-3.3%	·	0.6%	-0.7%
CC(=O)C1C2c3ccccc3OC1(C)N=c1s/c(=C/c3cn(C)nc3C)c(=O)n12 (stereo not drawn)	0.9	-1.0%	-4.7	-4.5	-5.7%	-3.0%	5.7%	0.7%	0.8%
Cc1ccc2c(c1)C1CN(C)CCC1N2C(=S)Nc1cccnc1 (stereo not drawn)	0.6	5.1%	-6.7	25.5	-2.6%	-5.5%	3.0%	0.1%	-12.1%
O=Cc1cn(Cc2ccc(F)cc2)c2ccccc12	-2.2	-6.3%	-7.4	-11.3	4.9%	-2.9%	2.6%	2.6%	-7.9%
CC(=O)c1ccc2c(c1)C1C(Cl)C(Sc3ccccc3[N+](=O)[O-])CC1C(C(=O)O)N2 (stereo not drawn)	-0.9	11.2µM*	13.9	2.4	?	-6.2%	·	-0.3%	-0.3%
O=c1[nH]c(=O)n(Cc2ccc(F)cc2)c(O)c1/C=N/Nc1ccccc1	1.4	?	-5.3	18.1	-51.5%	-3.2%	-8.5%	-10.9%	7.6%
O=C1OC(c2ccc(Cl)cc2)=N/C1=C\N1CC2CC(C1)c1cccc(=O)n1C2 (stereo not drawn)	0.2	-24.2%	-0.3	2.9	0.6%	-4.9%	9.1%	-6.6%	4.6%
CCn1cc(/C=c2/sc3n(c2=O)C2c4ccccc4OC(C)(N=3)C2C(=O)OC)c(C)n1 (stereo not drawn)	0.0	22.3%	0.5	3.4	16.4%	-0.1%	8.3%	-0.8%	8.7%
COc1ccc(-c2cc(=NCCC(=O)O)c3cc(C)ccc3o2)cc1	-0.4	0.0%	-7.2	7.4	-2.1%	2.6%	4.0%	5.5%	-22.8%
O=c1[nH]c(=O)n(-c2cccc(F)c2)c(O)c1/C=C1\C=Nc2ccccc21	1.3	-13.9%	-0.9	-25.2	-15.9%	1.3%	-19.6%	-7.4%	?

Source: PubChem
